D2 PAM = positive allosteric modulators of human D2 dopamine receptor; P14416; HEK293 T-REx D2, calcium flux, EC20 dopamine potentiation; potentiation, % at 10 µM; 340,000 compounds, 0.34% hits; AID 485347;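 active means potentiation over 3 SD above the plate norm, cut at about 30% in these data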; further: 0% is about no effect
Target sequence (P14416 whole entry, looked up): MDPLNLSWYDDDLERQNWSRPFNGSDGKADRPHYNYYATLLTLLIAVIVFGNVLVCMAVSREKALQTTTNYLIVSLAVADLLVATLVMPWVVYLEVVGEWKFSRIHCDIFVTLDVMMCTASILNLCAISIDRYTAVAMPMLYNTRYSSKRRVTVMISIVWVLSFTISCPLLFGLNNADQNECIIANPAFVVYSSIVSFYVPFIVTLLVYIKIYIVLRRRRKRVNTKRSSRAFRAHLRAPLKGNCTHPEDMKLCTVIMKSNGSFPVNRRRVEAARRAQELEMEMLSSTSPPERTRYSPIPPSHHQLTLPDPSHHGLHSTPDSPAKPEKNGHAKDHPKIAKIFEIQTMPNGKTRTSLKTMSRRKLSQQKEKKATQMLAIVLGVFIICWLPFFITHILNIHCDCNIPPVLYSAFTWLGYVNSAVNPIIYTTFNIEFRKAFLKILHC
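Potentiation of an EC20 dopamine calcium response is measured in a force-coupled, tetracycline-inducible Hek293 Trex D2 line. Compound-only kinetic reads over 180 s flag agonists before dopamine addition.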
Apoferritin bind = binds horse apoferritin like a general anesthetic | apoferritin/1-aminoanthracene competitive binding, fluorescence | Potency, µM (doses to about 77.5 µM), for inactives: top-dose activity change, negative = displacement, usual class: inhibitors | 350,000 compounds, 0.074% hits | AID 485281; further: potency means the concentration at half of the fitted maximal effect; on the % scale 0 is the no-effect control and ±100 the full control effect; nearly all actives have a fitted effect of over 20% in size
Target sequence (P02791 2-175 limits assumed): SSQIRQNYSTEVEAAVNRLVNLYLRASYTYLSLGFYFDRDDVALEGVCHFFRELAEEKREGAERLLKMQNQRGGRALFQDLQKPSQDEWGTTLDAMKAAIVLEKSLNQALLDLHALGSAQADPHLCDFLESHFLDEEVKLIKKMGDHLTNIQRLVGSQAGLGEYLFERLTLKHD
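Concentration-response curves derived by four-parameter Hill fitting of normalized fluorescence, where compounds displaced 1-AMA from 10 uM horse apoferritin following a brief 10 min room-temperature incubation; propofol titration acted as positive control.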
D1 agonist = agonists of human D1 dopamine receptor | HEK293 T-REx D1 cells, calcium flux, agonist mode | activation, % at 2 µM | 360,000 compounds, 1% hits | AID 504660; in the data active means activation above about 30%; further: 0% is about no effect
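Inducible HEK293 T-REx D1 cells, force-coupled to calcium signalling, were plated at 4000 cells/well with tetracycline and held overnight at 30 C. After no-wash calcium dye loading, compound-evoked calcium rise over 180 s flagged agonists.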
D1 PAM = enhances dopamine response at the human D1 receptor; P21728; HEK293 TREx D1 cells, calcium flux, dopamine EC20 potentiation; potentiation, % at 10 µM; 360,000 compounds, 0.036% hits; AID 504651; in the data active means potentiation above about 30%; further: 0% is about no effect
RXFP1 ag = agonists of human relaxin receptor RXFP1; 370,000 compounds, 0.3% hits; Potency, µM (top dose mostly 57.5 µM), for inactives: at the top dose activation, actives largely listed as activators; AID 2676; HEK293T-RXFP1 cAMP TR-FRET, 30 min; response scale: percent of porcine relaxin response, buffer zero; Q9HBX9; further: potency means the concentration at half of the fitted maximal effect; on the % scale 0 is the no-effect control and ±100 the full control effect; nearly all actives have a fitted effect of over 60% in size; many of its hits are not listed in these tables
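cAMP rise read by TR-FRET after 30 min, 37C compound exposure (up to 58 uM) in RXFP1-transfected HEK293 cells with Ro 20174 present. EC50 from Hill-equation fits, with 29 nM porcine relaxin as 100% and buffer as basal.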
D1 antagonist = antagonists of human D1 dopamine receptor | activity change, negative = inhibition, % at 10 µM | P21728 | HEK293 TREx D1 cells, calcium flux, dopamine EC80; hits give low values | 360,000 compounds, 3.2% hits; in the data active means activity change below about -30%; further: on the % scale 0 is the no-effect control and ±100 the full control effect
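Kinetic fluorescence of a calcium dye serves as the read-out. D1-expressing Hek293 Trex cells, induced overnight at 30 C, are exposed to compound for 180 s before an EC80 dopamine addition, then read 180 s further.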
RXFP1 antagonist = antagonists of human relaxin receptor RXFP1 | Q9HBX9 | HEK293-RXFP1, relaxin-stimulated cAMP HTRF, 30 min; hits give low values | activity change, negative = inhibition, % at 57.5 µM | 350,000 compounds, 0.59% hits;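 active means activity change of -60% or lower, but not beyond a set lower limit; inconclusive means change between -60% and -40%, or beyond the set limit; inactive means change above -40%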; further: on the % scale 0 is the no-effect control and ±100 the full control effect
TRHR enhancer = allosteric enhancers of human TRH receptor; TRHR cells, fluo-8 calcium fluorescence, EC20 TRH enhancement; 360,000 compounds, 0.66% hits; enhancement, % at 2 µM; P34981; in the data active means enhancement above about 30%; further: 0% is about no effect
Target sequence (P34981 whole entry, looked up): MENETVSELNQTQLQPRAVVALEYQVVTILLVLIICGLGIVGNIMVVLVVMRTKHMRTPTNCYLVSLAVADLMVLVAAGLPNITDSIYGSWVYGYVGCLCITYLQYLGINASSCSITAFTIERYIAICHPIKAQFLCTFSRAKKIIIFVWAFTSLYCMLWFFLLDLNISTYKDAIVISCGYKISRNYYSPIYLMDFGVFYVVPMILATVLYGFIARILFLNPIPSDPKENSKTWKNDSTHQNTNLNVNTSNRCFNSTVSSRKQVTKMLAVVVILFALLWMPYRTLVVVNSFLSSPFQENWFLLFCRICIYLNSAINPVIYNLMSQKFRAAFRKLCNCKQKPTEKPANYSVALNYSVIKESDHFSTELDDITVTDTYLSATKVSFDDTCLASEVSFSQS
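Enhancer read-out: after compound pinning and an initial kinetic agonist-mode read, an EC20 of TRH (10 nM final) was injected and fluo-8 calcium signal (Ex 480/Em 530) followed at 1 s/cycle for 100 cycles in TRHR-expressing cells.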
TRHR ag = TRH receptor (human) agonism; TRHR cells, calcium flux fluo-8, FDSS agonist mode; AID 493084; P34981; activation, % at 2 µM; 360,000 compounds, 0.18% hits; in the data active means activation above about 30%; further: 0% is about no effect
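Agonist-mode FDSS calcium read (Ex 480/Em 530, 1 s cycles) in 1536-well TRHR cells with fluo-8 dye, after 10-cycle baseline and 23 nL compound addition; TRH at EC20 (10 nM final) added afterwards for the enhancer phase.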
* hit, by the source's call; ? = inconclusive; / = no result given; & = joins results of further samples; [ ] = another dose, or the depositor's remark. Unless noted, the call rests on the fitted dose curve; in most records, active means well fitted curve in the direction sought with a large enough effect; inconclusive means small, poorly fitted or top-dose-only effect, or another doubt; inactive means no such curve, though single readings can be large; an effect the other way counts as inactive or inconclusive. This is a subset (hit frequency here may not be typical).

SMILES	D2 PAM	Apoferritin bind	D1 agonist	D1 PAM	RXFP1 ag	D1 antagonist	RXFP1 antagonist	TRHR enhancer	TRHR ag
CCCCN(C(=O)CSCC(=O)Nc1cccc(C)c1)c1c(N)n(Cc2ccccc2)c(=O)[nH]c1=O	-3	/	2	-4	0.4%	-22	2	-5	-0.3
Cc1ccc2nc(SCC(=O)NCc3ccco3)[nH]c2c1	3	-17%	1	-3	-2.8%	1	0	5	-1.0
COc1ccccc1OCCCCN1CCN(C(c2ccccc2)c2ccccc2)CC1	-19	-7%	9	-12	-1.2%	9	-80*	-4	1.6
COc1cccc(-c2nnc3n2N=C(C(C)(C)C)CS3)c1	10	-12%	10	-2	2.1%	-23	-2	3	-1.6
Cn1cccc1/C=C(/C#N)C(N)=S	-2	8%	2	-4	0.3%	-49*	0	-26	-2.1
O=C(CSc1nnc(NC(=O)c2c(F)cccc2F)s1)NC1CCCC1	19	4%	2	-2	0.0%	6	-3	1	0.4
NC(=O)c1nsc(C(=O)N(c2ccccc2)C(C(=O)NCc2ccc(F)cc2)c2ccc(O)cc2)c1N (configuration not stated)	5	2%	12	3	11%	6	-15	-3	0.5
CN(C)C(=O)c1ccc(NC(=O)COc2cccc(Oc3ccccc3)c2)cc1	11	-11%	2	9	1.9%	11	10	-5	-0.3
COC(=O)[C@]1(C)N[C@H](c2ccc(-c3ccc(Cl)c(Cl)c3)c(OC)c2)[C@@H]2C(=O)N(C)C(=O)[C@@H]21	-28	/	9	5	3.8%	-4	/	-1	-0.8
CC(OC(=O)c1ccc(NC(=O)CC#N)cc1)C(=O)Nc1ccc2c(c1)OCCO2 (configuration not stated)	11	/	0	-5	0.4%	6	-11	0	0.5
COc1cccc2cc(C(=O)c3ccccc3)oc12	7	-22%	-2	-3	-1.8%	/	5	-2	-2.1
Cn1nnnc1SCC(=O)N1c2ccccc2Sc2ccc(Cl)cc21	-2	-16%	6	-8	1.1%	16	-20	-7	-0.1
COC(=O)c1ccc(Nc2cc(C)nc3nc(C)nn23)cc1	/	6%	-3	3	-0.4%	0	1	6	-0.3
Cc1ccc(C(=O)N2CCCCC2)cc1S(=O)(=O)N1CCCC1	3	-6%	5	-7	-1.0%	-8	3	-2	-0.2
COc1ccccc1C(=O)CSc1ccccn1	-5	?	0	-5	0.5%	/	-9	3	-0.7
CN(C(=O)CSc1nc(-c2ccccc2)c(-c2ccccc2)o1)C1CCS(=O)(=O)C1 (configuration not stated)	1	-5%	1	-7	-1.0%	4	-8	-5	-1.0
COc1ccc(Cn2c(C)c(C)c(C#N)c2NC(=O)Nc2ccc(F)cc2)cc1	5	-18%	4	3	2.7%	-17	4	24	0.2
CCOC(=O)CN1C(=O)c2ccccc2Sc2ncccc21	-1&-2	1%&-12%	3&-1	-4&-3	2.6%&3.8%	-8&2	7&-20	-5&3	0.5&0.4
O=C(c1ccc(N2CCOCC2)nc1)N1CCCCC1	-4	-16%	1	0	1.3%	-3	13	0	-0.4
Cn1c2ccccc2c(=O)c2c(=O)n(Cc3ccco3)c(-c3ccc(F)cc3)nc21	9	-6%	1	14	30%	16	-16	13	-0.3
CCOC(=O)c1ccc(NC(=O)C(Cc2ccccc2)N2Cc3ccccc3C2=O)cc1 (configuration not stated)	2	-15%	4	1	-1.7%	-3	1	2	-0.7
CC(C)NC(=O)CSc1nnc(-c2ccc(S(=O)(=O)N3CCCC3)cc2)n1CC1CCCO1 (configuration not stated)	11	-10%	5	-2	2.0%	8	-6	-3	0.4
COC(=O)C1=C(CCc2ccccc2)NC(=O)NC1c1ccc(Br)cc1 (configuration not stated)	2	?	1	-1	-2.6%	20	/	3	1.0
CCc1nn(CC(=O)NC(C)CCc2ccccc2)c(=O)c2cc3occc3n12 (configuration not stated)	3	-5%	2	8	3.5%	-2	21	3	-0.2
CCOC(=O)c1cnn2cc(-c3[nH]ncc3[N+](=O)[O-])cnc12	7	4%	0	-4	3.5%	1	16	3	0.6

Some of the entries so far, field by field.
COC(=O)[C@]1(C)N[C@H](c2ccc(-c3ccc(Cl)c(Cl)c3)c(OC)c2)[C@@H]2C(=O)N(C)C(=O)[C@@H]21
  D2 PAM = -28
  Apoferritin bind = /
  D1 agonist = 9
  D1 PAM = 5
  RXFP1 ag = 3.8%
  D1 antagonist = -4
  RXFP1 antagonist = /
  TRHR enhancer = -1
  TRHR ag = -0.8

CC(C)NC(=O)CSc1nnc(-c2ccc(S(=O)(=O)N3CCCC3)cc2)n1CC1CCCO1 (configuration not stated)
  D2 PAM = 11
  Apoferritin bind = -10%
  D1 agonist = 5
  D1 PAM = -2
  RXFP1 ag = 2.0%
  D1 antagonist = 8
  RXFP1 antagonist = -6
  TRHR enhancer = -3
  TRHR ag = 0.4

COc1ccc(Cn2c(C)c(C)c(C#N)c2NC(=O)Nc2ccc(F)cc2)cc1
  D2 PAM = 5
  Apoferritin bind = -18%
  D1 agonist = 4
  D1 PAM = 3
  RXFP1 ag = 2.7%
  D1 antagonist = -17
  RXFP1 antagonist = 4
  TRHR enhancer = 24
  TRHR ag = 0.2

New compounds follow
SMILES	D2 PAM	Apoferritin bind	D1 agonist	D1 PAM	RXFP1 ag	D1 antagonist	RXFP1 antagonist	TRHR enhancer	TRHR ag
Cc1cc(C)n(/N=C/c2ccc(O)cc2)c(=O)c1C#N	3	-10%	1	-3	-3.0%	11	-1	4	0.2
Cc1ccc(Cl)c(OC(=O)c2ccc(N3CCOCC3)c([N+](=O)[O-])c2)c1	2	-22%	3	0	-1.8%	-7	-28	-4	0.6
Cc1ccc(C(=O)CSc2nc3ccccc3c(=O)[nH]2)cc1C	0	-10%	5	-4	-2.3%	-2	6	-7	2.2
CCCOC1CCCN(C(=O)c2ccc(OC3CCN(Cc4ccccn4)CC3)cc2)C1 (configuration not stated)	19	-15%	8	-1	-1.1%	-17	-2	6	0.5
CCN(CC(=O)NCc1ccc(Cl)cc1)Cc1cc(=O)n2ccsc2n1	6	-6%	-2	-5	17%	-15	-7	11	-0.2
C#CCOCCOCCOCCNc1nc(N2CCN(C(=O)[C@H](C(C)C)n3cc(CCO)nn3)CC2)nc(N2CCN(C(=O)[C@H]([C@@H](C)CC)n3cc(CCCCN)nn3)CC2)n1	-1	5%	-2	-5	1.7%	7	/	2	0.7
CC(C)OCCCNC(=O)Cc1ccc(Br)cc1	6	-8%	0	-5	1.9%	20	-2	-2	0.0
O=c1[nH]cnc2c1c(-c1ccccc1)cn2-c1cccc(Cl)c1	6	-11%	2	-8	2.9%	-27	-112*	-8	-0.4
Cc1ccc(NC(=O)c2cnc3cc(C)ccn3c2=O)c(C)c1	0	3%	2	-6	-0.1%	2	-9	-1	0.7
COc1ccc(/C(N)=N/OC(=O)CSc2ccccc2)cc1	/	7%	3	2	1.5%	-17	-2	-3	-0.4
CC(=O)/C(C(=N)N1CCN(Cc2ccccc2)CC1)=C(\C)O	10	-10%	4	5	0.6%	-2	-21	-1	1.2
Cc1nc2ccccc2c(=O)n1NC(=O)Cc1ccc([N+](=O)[O-])cc1	1	-5%	7	3	?	-1	1	6	1.3
CCN1CCN(c2ccc(S(=O)(=O)N3CCCCC3)cc2NC(=O)c2cccc(C)c2[N+](=O)[O-])CC1	-6	/	5	-1	-2.2%	10	17	2	0.0
COc1cc(O)c(C(CC(=O)N2CCCCC2)c2cc(OC)c(OC)c(OC)c2)c(OC)c1 (configuration not stated)	8	-2%&2%	7	-3	5.6%	-10	/	-1	-0.1
CC(=NC1CCN(Cc2ccccc2)CC1)c1c(O)[nH]c(=O)[nH]c1=O	0	-9%	2	3	-1.7%	-2	-3	0	0.5
O=C(Nc1ccc(COc2ccccc2)cc1)Nc1cccc(C(=O)O)c1	1	-9%	1	9	-1.8%	-1	7	0	-0.2
Cc1c(CC(=O)NCC(=O)N[C@H](Cc2ccccc2)C(=O)O)c(=O)oc2cc(O)ccc12	-1	817%[activator]	1	-6	19%	7	/	-1	-0.1
COc1ccc(S(=O)(=O)NCc2ccc(F)cc2)cc1OC	11	-8%	-1	-6	0.4%	/	-18	1	0.3
Cc1ccc(CC(=O)Nc2ccncc2)cc1	/	-13%	11	-3	0.0%	-16	5	10	-0.4
CCCc1cc(=O)oc2cc(C)cc(OCC(=O)O)c12	-5	-13%	2	1	4.0%	5	-2	1	-0.2
O=C(N/N=C\c1cn[nH]c1-c1ccccc1)c1ccc([N+](=O)[O-])cc1	-23	5%	-1	-2	2.1%	5	-12	11	-0.4
COc1ccc(NC(=O)C2CC(=O)N(Cc3ccco3)C2)cc1Cl (configuration not stated)	-10	/	0	-1	0.1%	24	-7	0	-0.3
COc1cc(-c2cc(C(=O)Nc3cc(S(=O)(=O)N4CCOCC4)ccc3C)c3ccccc3n2)cc(OC)c1OC	-2	/	3	3	-1.2%	-5	-10	5	0.6
Cc1ccc2c(c1)N(C(=O)CCC(=O)NCc1cccc(Cl)c1)CC(C)O2 (configuration not stated)	-12	?	7	2	6.7%	16	0	-1	-0.2
COCCn1cc(C(=O)NCCN(C)C)c2c3ccccc3n(C)c2c1=O	-1	-3%	1	-7	-0.4%	4	10	-7	-0.1
Cc1ccc(CN(CC(=O)NC(C)(C)C)C(=O)CNC(=O)c2cccs2)cc1	-3	-4%	2	1	3.3%	-6	17	14	-0.2
CSCC[C@H](NC(=O)NCCc1ccc(F)cc1)C(=O)O	3	-6%	3	5	0.6%	-17	-5	3	0.7
O=C(Nc1ccc(S(=O)(=O)Nc2ncccn2)cc1)C1=COCCO1	-3	/	1	-5	4.1%	-12	12	-1	0.3

Bioassay records deposited in PubChem BioAssay by National Center for Advancing Translational Sciences (NCATS).
